NALP3 yeast inh = NALP3 inflammasome inhibitors in reconstituted yeast, primary screen, luminescence, uHTS; Yeast reconstituted NLRP3/ASC/caspase-1, beta-gal luminescence, 24 h; inhibition, % at 10 µM; hit rate 0.39% among 330,000;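 active means inhibition of 50% or more; inactive means inhibition below 50%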;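 further: plate controls were induced DMSO wells for no effect and uninduced yeast grown without galactose for full effect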
HKDC1 inhibitor = HKDC1 hexokinase inhibitors, primary screen, biochemical, fluorescence, uHTS; recombinant HKDC1, G6PDH/diaphorase resazurin coupled fluorescence; hit rate 0.16% among 340,000; inhibition, % at 20 µM; AID 493160, 2011;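 active means inhibition above about 35% when tested at 20 µM, limit read from the data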;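 further: plate controls were DMSO wells with enzyme for no effect and DMSO wells lacking enzyme for full effect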
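Assay system: in-house recombinant HK5 (HKDC1) enzyme. Input: HKDC1 at 5 µg/mL. Medium: Tris pH 8.0 buffer with MgCl2, Tween-20, BSA, BME. Dosing: single 20 µM dose. Schedule: 90 min reaction incubation at room temperature, dark. Signal: resazurin-to-resorufin fluorescence via G6PDH and diaphorase coupling, 525/613 nm. Controls: DMSO-enzyme wells negative, buffer-substituted wells positive.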
SENP8 block-1 = human SENP8 protease inhibitors, primary screen, biochemical, fluorescence, Nedd8 protein substrate, uHTS | Sentrin-specific protease 8 (Homo sapiens), Q96LD8 | recombinant SENP8 | inhibition, % at 20 µM | hit rate 0.64% among 360,000 | AID 602440, 2012; in the data active means inhibition mostly above about 40%, no sharp cut-off; inactive means mostly below about 27%
Target sequence (Q96LD8 whole entry, looked up): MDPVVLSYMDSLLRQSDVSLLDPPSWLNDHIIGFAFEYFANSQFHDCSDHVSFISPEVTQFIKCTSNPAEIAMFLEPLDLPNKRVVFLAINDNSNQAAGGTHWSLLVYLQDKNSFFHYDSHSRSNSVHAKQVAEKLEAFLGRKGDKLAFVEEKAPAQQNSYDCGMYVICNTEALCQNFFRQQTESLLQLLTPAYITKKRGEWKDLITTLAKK
SENP1 inh = human SENP1 catalytic domain inhibitors, primary screen, biochemical, FRET, uHTS; Sentrin-specific protease 1 (Homo sapiens), Q9P0U3; inhibition, % at 10 µM; hit rate 0.21% among 360,000; recombinant SENP1 catalytic domain, CyPet-SUMO1-YPet FRET cleavage;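 active means inhibition at least 30% at 10 µM, raw YFP signal under a set limit, fluorescence ratio 0.5 to 1.5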;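 further: 0% = enzyme with DMSO and 100% = no enzyme wells; some results filed as inactive read as strong as hits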
Target sequence (Q9P0U3 419-644 limits assumed): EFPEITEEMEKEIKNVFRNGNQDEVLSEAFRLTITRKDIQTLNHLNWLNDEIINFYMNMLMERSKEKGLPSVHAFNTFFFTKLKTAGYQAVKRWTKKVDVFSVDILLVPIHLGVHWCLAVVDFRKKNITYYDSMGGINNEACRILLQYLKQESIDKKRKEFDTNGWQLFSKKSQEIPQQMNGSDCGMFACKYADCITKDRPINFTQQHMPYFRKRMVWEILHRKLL
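Compound: 10 µM single point, 0.5% DMSO; Test system: hSENP1 catalytic domain, recombinant; Timing: 50 min reaction at room temperature; Technique: FRET, CFP and YFP emission; Control set: no-enzyme wells low, DMSO-plus-enzyme wells high control.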
SENP7 block = SENP7 protease inhibitors, primary screen, biochemical, luminescence, uHTS. Sentrin-specific protease 7 (Homo sapiens), Q9BQF6. recombinant SENP7, Z-RLRGG-aminoluciferin luminescence, 40 min. inhibition, % at 5 µM. hit rate 1.5% among 330,000. AID 434973, 2010;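 active means inhibition above about 50% at the single test dose, limit read from the data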;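 further: plate controls were DMSO with enzyme for no effect and no enzyme buffer wells for full effect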
SENP6 block = SENP6 protease inhibitors, primary screen, biochemical, luminescence, uHTS | Sentrin-specific protease 6 (Homo sapiens), Q9GZR1 | Recombinant SENP6 catalytic domain, aminoluciferin luminescence | hit rate 1.8% among 330,000 | inhibition, % at 10 µM;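 active means inhibition above about 50% at the single tested dose, limit read from the data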;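 further: plate controls were DMSO wells with enzyme for no effect and DMSO wells lacking enzyme for full effect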
Target sequence (Q9GZR1 628-1112 limits assumed): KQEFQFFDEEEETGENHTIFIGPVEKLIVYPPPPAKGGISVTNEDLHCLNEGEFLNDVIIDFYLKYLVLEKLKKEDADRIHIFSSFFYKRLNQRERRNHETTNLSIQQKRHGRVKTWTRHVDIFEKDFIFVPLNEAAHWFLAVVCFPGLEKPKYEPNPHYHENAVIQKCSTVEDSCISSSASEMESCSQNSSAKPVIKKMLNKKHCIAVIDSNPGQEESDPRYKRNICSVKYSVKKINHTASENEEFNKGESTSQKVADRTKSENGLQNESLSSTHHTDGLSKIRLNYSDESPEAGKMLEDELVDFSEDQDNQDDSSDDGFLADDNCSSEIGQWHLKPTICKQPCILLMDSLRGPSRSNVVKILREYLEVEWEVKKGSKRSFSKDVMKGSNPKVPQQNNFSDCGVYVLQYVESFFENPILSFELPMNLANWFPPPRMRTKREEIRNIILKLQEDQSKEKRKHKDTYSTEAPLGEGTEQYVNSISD
SENP8 block-2 = SENP8 protease inhibitors, primary screen, biochemical, luminescence. inhibition, % at 10 µM. AID 2540, 2010. hit rate 1.2% among 330,000. purified SENP8, Z-RLRGG-aminoluciferin cleavage. Sentrin-specific protease 8 (Homo sapiens), Q96LD8; in the data active means inhibition above about 50%
Apaf1 inhib = inhibitors of human Apaf-1 apoptosome, primary screen, biochemical, DEVD-Rh110 fluorescence, uHTS | reconstituted apoptosome caspase-3 activity | inhibition, % at 20 µM | hit rate 0.71% among 330,000; active means inhibition of at least 40% at 20 µM;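 further: plate controls were DMSO wells for no effect and DEVD-CHO caspase inhibitor wells for full effect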
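Assay system: Apoptosome proteins | Medium: pH 7.5 Hepes buffer with CHAPS, BSA, DTT | Also added: Cytochrome c and DEVD-Rh110 substrate | Times: 30 min plus 50 min, RT | Detection: Rhodamine 110 fluorescence at Ex 480/Em 540 nm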
PfGluPho inh = PfG6PD enzyme inhibitors, primary screen, biochemical, fluorescence intensity, uHTS; glucose-6-phosphate dehydrogenase-6-phosphogluconolactonase (Plasmodium falciparum 3D7); PfGluPho enzyme, NADPH resazurin-diaphorase fluorescence; inhibition, % at 20 µM; hit rate 0.78% among 350,000; AID 504690, 2011;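 active means inhibition reaching at least a set limit at 20 µM in the primary screen, cut at about 59% in these data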;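 further: 0% = DMSO wells with substrate and 100% = DMSO wells lacking glucose-6-phosphate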
Numbers without * were called inactive; . = not tested or not shown. An excerpt; the hit share may differ from the screen's.

Every second line gives: NALP3 yeast inh, HKDC1 inhibitor, SENP8 block-1, SENP1 inh, SENP7 block, SENP6 block, SENP8 block-2, Apaf1 inhib, PfGluPho inh
1: COC1=CCC2([N+](=O)[O-])CN(C)CC1([N+](=O)[O-])C2 (stereo not drawn)
  -6, -1, 13, 3, 4, 1, 3, -8, 1
2: C=CCn1c(O)c(C(C)=O)c(=O)[nH]c1=O (tested in a mixture with another compound)
  11, 1, -2, -2, 10, -4, 9, -6, -7
3: CC(C)(C)N1C(=O)NC(=O)/C(=C\c2ccc3c(c2)CCN3CCCCl)C1=O
  26, 21, -171, -26, 3, -8, 4, 7, -3
4: Cc1ccccc1N1C(=O)NC(=O)/C(=C\c2cnn(-c3ccccc3)c2)C1=O
  2, -3, 8, -4, -6, -2, -14, 9, 43
5: O=C1NC(=O)C(=CN2CCc3ccccc32)C(=O)N1
  -7, -2, 20, -11, -3, 1, -10, -3, -1
6: CCC1(OC(=O)CN)C(=O)OCc2c1cc1n(c2=O)Cc2cc3ccccc3nc2-1 (stereo not drawn)
  ., 0, -289, 18, ., ., ., ., -2
7: CN1CCN(c2ccc(/C=C3\C(=O)NC(=S)N(c4cccc(Br)c4)C3=O)o2)CC1
  14, -3, 17, 25, 5, -3, -1, 11, 7
8: COc1cccc(N2CCN(Cc3cccc(Cl)c3)CC2)c1
  -19, 1, 9, 2, -5, -22, -6, -9, 9
9: CCCCc1ccc2[nH]cc(CCN)c2c1
  24, -8, 11, 3, 3, -12, -2, -25, -3
10: Cc1ccccc1N1C(=O)NC(=O)/C(=C\c2ccc3c(c2)CCCN3Cc2ccccc2)C1=O
  30, 35*, -260, -7, 0, 5, 1, 14, 16
11: CC1CC(C)OP(=O)(OCCC#N)O1 (stereo not drawn)
  ., -3, 18, 0, ., ., ., ., -6
12: CC=C(C)C1(CCC)C(=O)NC(=S)NC1=O
  ., -1, 17, -1, ., ., ., ., 13
13: COC(=O)C1=C(c2cc3ccccc3o2)C[C@@H]2CC[C@H]1N2C(=O)N1CCCCC1
  24, -1, 19, 1, -2, -9, -3, 16, -5
14: Clc1cc(I)cc(Cl)c1NC1=NCCN1
  26, -6, -3, -1, -2, -18, -7, -2, -5
15: C[C@]12CCC3C(C[C@@H](O)[C@H]4C[C@@H](O)CC[C@]34C)C1CC[C@@H]2O (stereo partly drawn)
  29, -4, 9, 1, -10, -13, -10, -7, -8
16: O=[N+]([O-])c1cc(S(=O)(=O)c2ccc(O)c([N+](=O)[O-])c2)ccc1O
  2, 10, 11, 1, 1, 2, 0, 1, -8
17: CN1C(=O)N(C)C(=O)C(CCc2ccncc2)(Cc2ccc3c(c2)OCO3)C1=O
  22, -12, 11, 0, 6, -11, 10, 1, 7
18: Cc1cc(C)c(Cn2c(C(=O)O)c(C=O)c3ccccc32)c(C)c1
  6, -7, -5, 97*, 8, 0, 1, -1, -10
19: O=C(CN1C(=O)CCSc2ccccc21)N1CCC2(CC1)OCCO2
  19, -9, 7, 1, 0, 1, -7, -14, 5
20: C=C1C2C[C@@]3([C@@H]1O)[C@@H](C[C@@H]2O)[C@@]12C4[C@@H]3C[C@@H]1[C@@](C)(CC[C@@H]2O)CN4CC
  13, -5, 19, -2, 2, 4, -2, 1, 11
21: CCOC(=O)C(C)Oc1cc(C)cc2oc(=O)c3c(c12)CCCC3 (stereo not drawn)
  27, 1, -107, 0, -7, -23, -7, 13, -17
22: O=C(O)c1ccc(/C=C/c2nc3ccccc3c(=O)n2-c2ccc(Br)cc2)cc1
  15, -4, -44, 1, 7, -2, 5, 7, -3
23: CC1CCC2[C@@H](C)C(=O)OC3O[C@]4(C)CCC1C32OO4 (stereo partly drawn)
  -13, -5, 12, 0, -4, -10, -4, -11, 0
24: Cc1ccc(CN2CCCC(C(=O)c3cccc(C(F)(F)F)c3)C2)o1 (stereo not drawn)
  25, -10, 7, 1, 0, -15, -9, 6, 7
25: COc1ccccc1-n1c(/C=C/c2ccccn2)nc2ccccc2c1=O
  5, -5, -4, 4, 2, 11, 6, 6, 5
26: CC1(C)C(C(=O)N2CCN(C(=O)c3ccccc3)CC2)C1(C)C
  22, 0, 11, 1, 1, -9, 3, 1, -9
27: Cc1ccc([N+](=O)[O-])cc1
  7, -1, 10, -1, 4, -2, -5, -1, -1
28: O=c1c2ccccc2nc(/C=C/c2ccc([N+](=O)[O-])o2)n1-c1ccc(O)cc1
  18, -11, -10, -3, 5, 2, 1, 8, 16
29: Cc1cc(C(=O)CS(=O)c2ccc(F)cc2)cc(C)c1OC(=O)N(C)C (stereo not drawn)
  3, -5, 5, 1, -6, 13, -2, -2, 13
30: COc1cc(N2C(=O)CC(=O)NC2=O)cc(OC)c1OC
  9, -6, 12, -7, -10, 0, -7, 0, 9
31: CC(NC(=O)Oc1ccccc1)C(c1cccs1)N1CCOCC1 (stereo not drawn)
  16, -1, 14, 2, -4, -18, -10, -15, -7
32: CSC(=Nc1ccccc1)c1c(O)n(C)c(=O)n(C)c1=O
  -10, -4, 14, -3, 1, 3, -5, -16, 10
33: CNCC(O)c1ccc(O)cc1 (stereo not drawn)
  17, -5, -5, 2, 9, -31, 4, -12, 9
34: O=C1C(=O)c2ccccc2-c2ccccc21
  28, 31, 108*, 1, 97*, 97*, 93*, 99*, 117*
35: CN(C)C1(CNC(=O)c2ccc(Cl)c(S(=O)(=O)NCc3ccco3)c2)CCCCC1
  0, 1, 19, 0, 1, -2, 0, 4, 5
36: COC(=O)c1ccccc1N=Cc1c(O)[nH]c(=S)[nH]c1=O
  4, -4, -375, 0, 2, 2, 1, 7, -13
37: O=C(c1cccc(N2CCCC2=O)c1)N1CCC2(CC1)OCCO2
  2, 6, 17, 3, 1, -9, -3, 12, -16
38: CCCCOc1ccc(CCN)cc1Cl
  41, -13, 12, 0, 4, -16, -4, -1, -4
39: COC(=O)C1=C(c2ccccc2)C[C@@H]2CC[C@H]1N2C(=O)NCCO
  7, -3, 10, 3, 3, 8, 0, -8, -1
40: COC(=O)C1=C(c2ccc(S(C)(=O)=O)cc2)C[C@@H]2CC[C@H]1N2C(=O)NC1CCCCC1
  -4, -3, 16, 0, -6, -1, 3, -2, 0
41: CN1C(=O)N(C)C(=O)C(CCc2ccccn2)(CCc2ccccn2)C1=O
  21, -12, 30, -3, 11, -10, -4, -6, -24
42: Cc1cc2oc(=O)cc(-c3cc4ccccc4o3)c2cc1OC(=O)N(C)C
  13, 1, -339, 0, 2, 7, 8, 6, 3
43: CCCCC/C(=N/O)c1c(C)[nH]c2ccccc12
  9, 2, 8, 1, 3, 1, 3, -4, 25
44: CC(C)Oc1ccc(CC2(CCc3ccncc3)C(=O)NC(=O)NC2=O)cc1
  10, -1, 18, 2, 1, 19, 8, -12, -17
45: Cc1cc(/C=C2/C(=O)NC(=O)N(C)C2=O)c(C)n1-c1ccccc1
  -6, 2, 2, -2, -6, -6, -9, -7, -19
46: O=c1[nH]cc(COCC(F)(F)C(F)(F)C(F)(F)F)c(=O)[nH]1
  7, -15, 11, 0, -5, -1, 1, -3, 1
47: COc1cccc(-n2nc(C(=O)N3CCC4(CC3)OCCO4)c3ccccc3c2=O)c1
  2, 5, -18, 2, -2, -6, 2, -2, -4
48: COc1cc(C2(C#N)CCN(C)CC2)cc(OC)c1OC
  ., 3, 10, 3, ., ., ., ., -20
49: CCCCn1c(=O)c(C(=O)Nc2ccccc2S(N)(=O)=O)c(O)c2ccccc21
  18, 13, -40, 0, 2, 16, 8, 11, -4
50: CCOP(=S)(OCC)Oc1nc(Cl)c(Cl)cc1Cl
  6, 1, 0, -1, 6, -6, -7, 10, 48
51: O=C1CC(=O)N(c2cccc(C(F)(F)F)c2)C(=O)N1
  ., -3, 21, -3, ., ., ., ., 0
52: Cc1c(C(=O)N2CCC3(CC2)OCCO3)sc2ncnc(N3CCc4ccccc4C3)c12
  12, 3, -12, 1, -2, 1, -4, -5, -16
53: O=C1OCCC1NC1=NCCC1 (stereo not drawn)
  21, -5, 22, 1, 0, 2, 3, 2, -5
54: C=CCN1C(=O)/C(=C\c2ccc(N3CCOCC3)o2)C(=O)NC1=S
  26, -9, 27, 40*, 3, -15, -3, -3, 23
55: Cc1ccc(-c2cc(C(F)F)n3ncc(C(=O)N4CCC5(CC4)OCCO5)c3n2)cc1
  7, -12, -228, -6, -8, -20, -3, 13, 0

As a working copy, some entries already given:
Every second line gives: NALP3 yeast inh, HKDC1 inhibitor, SENP8 block-1, SENP1 inh, SENP7 block, SENP6 block, SENP8 block-2, Apaf1 inhib, PfGluPho inh
42: Cc1cc2oc(=O)cc(-c3cc4ccccc4o3)c2cc1OC(=O)N(C)C
  13, 1, -339, 0, 2, 7, 8, 6, 3
43: CCCCC/C(=N/O)c1c(C)[nH]c2ccccc12
  9, 2, 8, 1, 3, 1, 3, -4, 25
44: CC(C)Oc1ccc(CC2(CCc3ccncc3)C(=O)NC(=O)NC2=O)cc1
  10, -1, 18, 2, 1, 19, 8, -12, -17
45: Cc1cc(/C=C2/C(=O)NC(=O)N(C)C2=O)c(C)n1-c1ccccc1
  -6, 2, 2, -2, -6, -6, -9, -7, -19
46: O=c1[nH]cc(COCC(F)(F)C(F)(F)C(F)(F)F)c(=O)[nH]1
  7, -15, 11, 0, -5, -1, 1, -3, 1
47: COc1cccc(-n2nc(C(=O)N3CCC4(CC3)OCCO4)c3ccccc3c2=O)c1
  2, 5, -18, 2, -2, -6, 2, -2, -4
48: COc1cc(C2(C#N)CCN(C)CC2)cc(OC)c1OC
  ., 3, 10, 3, ., ., ., ., -20
49: CCCCn1c(=O)c(C(=O)Nc2ccccc2S(N)(=O)=O)c(O)c2ccccc21
  18, 13, -40, 0, 2, 16, 8, 11, -4
50: CCOP(=S)(OCC)Oc1nc(Cl)c(Cl)cc1Cl
  6, 1, 0, -1, 6, -6, -7, 10, 48
51: O=C1CC(=O)N(c2cccc(C(F)(F)F)c2)C(=O)N1
  ., -3, 21, -3, ., ., ., ., 0
52: Cc1c(C(=O)N2CCC3(CC2)OCCO3)sc2ncnc(N3CCc4ccccc4C3)c12
  12, 3, -12, 1, -2, 1, -4, -5, -16
53: O=C1OCCC1NC1=NCCC1 (stereo not drawn)
  21, -5, 22, 1, 0, 2, 3, 2, -5
54: C=CCN1C(=O)/C(=C\c2ccc(N3CCOCC3)o2)C(=O)NC1=S
  26, -9, 27, 40*, 3, -15, -3, -3, 23
55: Cc1ccc(-c2cc(C(F)F)n3ncc(C(=O)N4CCC5(CC4)OCCO5)c3n2)cc1
  7, -12, -228, -6, -8, -20, -3, 13, 0
